Tcruzi prolif – inhibitors of T. cruzi proliferation | inhibition, % at 8.34 µM | AID 624255 | actives 5.9% (n = 77,000) | T. cruzi beta-gal in NIH3T3, GalScreen luminescence, 90 h;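 active = mean inhibition above about 93%, with at least 55% of replicates each passing it, limit read from the data, passing the limit was not always enough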
KDM4C inh – KDM4C (human) demethylase inhibition | GST-KDM4C 2-372, H3K9me3 peptide, LANCE TR-FRET | AID 720574 | inhibition, % at 12.5 µM | actives 0.15% (n = 96,000);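 active = mean replicate inhibition above about 25%, with at least 55% of replicates also reaching it, limit read from the data, passing the limit was not always enough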
Target sequence (Q9H3R0 2-372 limits assumed): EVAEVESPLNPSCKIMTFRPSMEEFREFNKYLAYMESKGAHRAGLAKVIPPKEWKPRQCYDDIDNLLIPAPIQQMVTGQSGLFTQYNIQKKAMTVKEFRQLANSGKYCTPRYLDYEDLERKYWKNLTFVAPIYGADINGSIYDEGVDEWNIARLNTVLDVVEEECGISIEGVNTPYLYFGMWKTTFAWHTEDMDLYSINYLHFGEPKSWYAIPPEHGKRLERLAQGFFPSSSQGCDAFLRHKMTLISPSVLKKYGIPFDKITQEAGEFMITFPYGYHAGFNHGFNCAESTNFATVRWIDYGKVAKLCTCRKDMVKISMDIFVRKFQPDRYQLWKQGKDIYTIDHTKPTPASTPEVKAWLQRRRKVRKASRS
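Material: GST-tagged GASC-1 (JMJD2C) catalytic fragment, aa 2-372 / Quantity: enzyme final amount 10 nM / Medium: HEPES buffer, pH 7.5, plus ascorbate / Doses: one test concentration per compound / Incubation: 30 min reaction, 60 min detection, RT / Measured by: LANCE TR-FRET / Read-out: inhibition from TR-FRET ratio decrease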
Pf Dd2 growth – blocks growth of Plasmodium falciparum Dd2 parasites; actives 2.3% (n = 94,000); P. falciparum Dd2 growth, SYBR Green, 72 h; hits give low values; activity change, % at 10 µM; in the data active = activity change below about -80%
C diff growth – blocks growth of Clostridium difficile; growth activity, negative = inhibition, % at 16 µg/mL (by protocol); Clostridium difficile clinical isolate growth, OD600, 24 h; hits give low values; actives 0.25% (n = 86,000); AID 1259249;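 active = mean growth activity at or below -80% and every replicate also at or below -80%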;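 note: 0% = DMSO wells and -100% = levofloxacin 16 µg/mL wells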
Active calls of the source: *; x = not tested or not shown; & = joins results of further samples.

Letters: A = Tcruzi prolif; B = KDM4C inh; C = Pf Dd2 growth; D = C diff growth
smiles: O=C(Nc1ccccc1)[C@H]1[C@H](CO)[C@H]2Cn3c(cccc3=O)[C@H]2N1C(=O)C1CCC1
  A = 18	B = 1.4	C = 4	D = 4

smiles: COc1ccc(NC(=O)N(C)C[C@H]2OCCCC[C@H](C)Oc3ccc(NC(=O)NC4CCCCC4)cc3C(=O)N([C@@H](C)CO)C[C@@H]2C)cc1
  A = -3	B = -0.6	C = -48	D = -10

smiles: C[C@@H]1CCCCO[C@H](CN(C)C(=O)Nc2ccc(F)cc2)[C@@H](C)CN([C@H](C)CO)C(=O)c2cc(N(C)C)ccc2O1
  A = 93&41	B = 1.7	C = 15&-22	D = -2

smiles: COc1ccc(C(=O)N2C[C@@H]3[C@H](c4ccccc42)[C@@H](CO)N3Cc2ccc(Cl)cc2)cc1
  A = 66	B = -0.8	C = -9	D = 27

smiles: CC(C)c1cn(CC[C@@H]2CC[C@H](NC(=O)c3cccc(F)c3)[C@@H](CO)O2)nn1
  A = -11	B = 0.4	C = -3	D = x

smiles: COc1cccc(NC(=O)N2C[C@H](O)COC[C@H]3O[C@@H](CC(=O)N(C)C)CC[C@@H]32)c1
  A = 67	B = -2.9	C = x	D = 4&1

smiles: COCC(=O)Nc1ccc2c(c1)OC[C@H](C)N(C(=O)COC)C[C@H](C)[C@@H](OC)CN(C)C2=O
  A = x	B = -1.2	C = 20	D = -5

smiles: O=C(C[C@H]1C=C[C@@H](NC(=O)Nc2ccc(F)cc2)[C@@H](CO)O1)NCCN1CCCC1
  A = 1	B = -0.2	C = -23	D = x

smiles: Cc1ccc(S(=O)(=O)Nc2ccc3c(c2)C(=O)N([C@@H](C)CO)C[C@H](C)[C@H](CN(C)Cc2ccncc2)OCCCC[C@@H](C)O3)cc1
  A = 5	B = 1.0	C = -46	D = x

smiles: C[C@@H]1CN([C@H](C)CO)C(=O)CCCn2nncc2CO[C@@H]1CN(C)S(=O)(=O)c1ccc(Oc2ccccc2)cc1
  A = 75&41	B = -0.3	C = -51&-7	D = x

Ordered by value in C diff growth (largest number first): four from the list above.
| structure | KDM4C inh | Pf Dd2 growth | C diff growth |
| --- | --- | --- | --- |
| COc1ccc(C(=O)N2C[C@@H]3[C@H](c4ccccc42)[C@@H](CO)N3Cc2ccc(Cl)cc2)cc1 | -0.8 | -9 | 27 |
| O=C(Nc1ccccc1)[C@H]1[C@H](CO)[C@H]2Cn3c(cccc3=O)[C@H]2N1C(=O)C1CCC1 | 1.4 | 4 | 4 |
| COCC(=O)Nc1ccc2c(c1)OC[C@H](C)N(C(=O)COC)C[C@H](C)[C@@H](OC)CN(C)C2=O | -1.2 | 20 | -5 |
| COc1ccc(NC(=O)N(C)C[C@H]2OCCCC[C@H](C)Oc3ccc(NC(=O)NC4CCCCC4)cc3C(=O)N([C@@H](C)CO)C[C@@H]2C)cc1 | -0.6 | -48 | -10 |

Continued:
Letters: A = Tcruzi prolif; B = KDM4C inh; C = Pf Dd2 growth; D = C diff growth
smiles: COc1cccc(CN2CC3(C2)CN(C(=O)C2CC2)[C@H](CO)c2[nH]c4cc(OC)ccc4c23)c1
  A = x	B = -1.7	C = -35	D = -3

smiles: CCS(=O)(=O)Nc1ccc2c(c1)C(=O)N(C)[C@H]1CC[C@H](CC(=O)N3CCCCC3)O[C@H]1CO2
  A = -30	B = -0.3	C = 14	D = 9

smiles: COc1cccc(-c2ccc3c(c2)[C@H]2[C@H](CCN2C(=O)c2ccccc2F)[C@@H](CO)N3C)c1
  A = 95	B = -0.9	C = -1	D = 54

smiles: COc1ccc(S(=O)(=O)Nc2ccc3c(c2)[C@H]2C[C@H](CC(=O)O)O[C@H](CO)[C@H]2O3)cc1
  A = -29	B = -2.3	C = -6	D = -3

smiles: O=C(C[C@H]1CC[C@H]2[C@@H](COC[C@@H](O)CN2S(=O)(=O)c2ccc(Cl)cc2)O1)NCCN1CCCC1
  A = -7	B = 0.1	C = 5	D = 6

smiles: C[C@@H]1CCCCO[C@H](CN(C)S(=O)(=O)c2cn(C)cn2)[C@H](C)CN([C@@H](C)CO)C(=O)c2cc(NS(=O)(=O)c3ccc(F)cc3)ccc2O1
  A = 68	B = -0.2	C = 9	D = 10

smiles: O=C(C1CCCC1)N1[C@@H]2CNc3ccccc3[C@@H]2[C@@H]1CO
  A = 24	B = x	C = 0	D = x

smiles: CCCN1[C@H](CO)[C@H](c2ccc(C3=CCCC3)cc2)[C@H]1CN(C(C)=O)C1CCCC1
  A = x	B = -0.1	C = -95*	D = 3

smiles: CCCNC(=O)N1C[C@H](O)COC[C@H]2O[C@H](CC(=O)NCCCN3CCOCC3)CC[C@@H]21
  A = 34	B = -0.1	C = 14	D = 0&-6

smiles: C/C=C/c1cnc2c(c1)C(=O)N([C@@H](C)CO)C[C@@H](C)[C@@H](CN(C)Cc1cncnc1)O2
  A = x	B = -0.5	C = 50	D = -2

smiles: N#C[C@H]1[C@H](c2ccccc2)[C@H](CO)N1S(=O)(=O)c1ccc(F)cc1
  A = 7	B = 0.5	C = 20	D = 0

smiles: Cc1ccc(-c2ccc3c(c2)O[C@@H](CN(C)C(=O)C2CC2)[C@H](C)CN([C@@H](C)CO)S3(=O)=O)cc1
  A = 55	B = -0.4	C = -35	D = x

smiles: C[C@@H]1CN([C@H](C)CO)C(=O)c2cccc(NC(=O)Nc3ccc4c(c3)OCO4)c2O[C@H]1CN(C)Cc1ccc(C(=O)O)cc1
  A = -6	B = 3.7	C = -8	D = -1

smiles: COc1ccc(-c2ccc3c(c2)[C@@H]2[C@@H](CCN2C(=O)NC2CCCC2)[C@H](CO)N3C)cc1
  A = x	B = 7.1	C = -46	D = 0

smiles: O=C(C[C@H]1CC[C@H]2[C@@H](COC[C@@H](O)CN2C(=O)c2ccc(F)cc2)O1)Nc1nccs1
  A = 6	B = -0.7	C = -35	D = x

smiles: C[C@H](CO)N1C[C@H](C)[C@H](CN(C)S(=O)(=O)c2ccc(F)cc2)Oc2c(NS(=O)(=O)c3ccc(F)cc3)cccc2C1=O
  A = 18	B = -1.0	C = -31	D = 65

smiles: CCNC(=O)[C@@H]1[C@@H](CO)[C@@H]2Cn3c(ccc(-c4cccc(F)c4)c3=O)[C@H]1N2C(=O)c1cnccn1
  A = 27	B = -0.7	C = 5	D = -3

smiles: CC(C)NC(=O)N(C)C[C@@H]1OCc2ccccc2-c2ccccc2C(=O)N([C@H](C)CO)C[C@H]1C
  A = -20	B = -1.1	C = 51	D = x

smiles: COCC(=O)Nc1ccc2c(c1)[C@H]1C[C@@H](CC(=O)NCc3ccccc3F)O[C@@H](CO)[C@H]1O2
  A = 14	B = 3.1	C = -2	D = x

smiles: C[C@H](CO)N1C[C@H](C)[C@@H](CN(C)Cc2ccc3c(c2)OCO3)OCCCC[C@H](C)Oc2ccc(NC(=O)c3ccccc3)cc2C1=O
  A = x	B = -1.6	C = -8	D = 4

smiles: C[C@@H]1CN([C@@H](C)CO)C(=O)Cc2cc(NC(=O)C3CC3)ccc2O[C@H]1CN(C)C(=O)Nc1ccc(C(F)(F)F)cc1
  A = 9	B = -1.2	C = -30	D = 1

smiles: O=C(CC1CC1)N1[C@H](CO)[C@@H]2c3ccccc3N(S(=O)(=O)c3ccccc3)C[C@@H]21
  A = -5	B = -1.2	C = -4	D = 3

smiles: COCC(=O)Nc1ccc2c(c1)C(=O)N(C)C[C@H](OC)[C@H](C)CN(CCc1ccccc1)[C@@H](C)CO2
  A = 9	B = -2.5	C = -46	D = 5

smiles: COc1ccc(NC(=O)Nc2cccc3c2O[C@H](CN(C)S(=O)(=O)c2ccc(Cl)cc2)[C@H](C)CN([C@H](C)CO)C3=O)cc1
  A = -63	B = -1.1	C = -18	D = 4

smiles: CN(C)C(=O)[C@H]1[C@H](CO)[C@H]2Cn3c(ccc(-c4ccccc4)c3=O)[C@@H]1N2CCc1ccccc1
  A = 7	B = 0.7	C = 3	D = -2

smiles: C[C@@H]1CCCCO[C@@H](CN(C)C(=O)Nc2ccccc2)[C@H](C)CN([C@H](C)CO)C(=O)c2cc(NC(=O)Nc3ccc(F)cc3)ccc2O1
  A = 85	B = -3.7	C = -47	D = x

smiles: C[C@@H](O)C#Cc1ccc([C@H]2[C@H]3CN(C(=O)Nc4ccccc4)CCCCN3[C@H]2CO)cc1
  A = 47	B = -0.4	C = -58	D = 3

smiles: C[C@@H]1CCCCO[C@H](CN(C)Cc2ccc(Cl)c(Cl)c2)[C@@H](C)CN([C@H](C)CO)C(=O)c2cc(NS(=O)(=O)c3ccc(Cl)cc3)ccc2O1
  A = 95	B = -0.2	C = -10	D = 3

smiles: O=C(NC[C@@H]1[C@H](c2ccccc2)[C@H](CO)N1Cc1ccccn1)C1CCCC1
  A = 86	B = 6.9	C = -41	D = 2

smiles: CN1CCN(C(=O)C[C@H]2CC[C@H]3[C@H](COc4ccc(NC(=O)c5cscn5)cc4C(=O)N3C)O2)CC1
  A = 61	B = 2.3	C = 16	D = 2

smiles: O=C(c1ccc(F)cc1)N1CC(=O)N2[C@H](C1)[C@H](c1ccc(C#Cc3ccc(F)cc3)cc1)[C@@H]2CO
  A = x	B = -0.6	C = -13	D = -1

smiles: C[C@H](CO)N1C[C@H](C)[C@@H](CN(C)Cc2ccc3c(c2)OCO3)OCCCC[C@H](C)Oc2ccc(NC(=O)CCC(F)(F)F)cc2C1=O
  A = 1	B = 1.0	C = -13	D = 3

smiles: CC(C)NC(=O)N(C)C[C@H]1Oc2ccc(NC(=O)CCC(F)(F)F)cc2C(=O)N([C@H](C)CO)C[C@H]1C
  A = x	B = -0.2	C = 11	D = 3

smiles: CCC(=O)Nc1ccc2c(c1)C(=O)N(C)C[C@@H](OC)[C@@H](C)CN(Cc1ccncc1)[C@H](C)CO2
  A = 28	B = 0.2	C = -6	D = x

smiles: C[C@@H]1CN([C@H](C)CO)S(=O)(=O)c2ccc(C#Cc3ccncc3)cc2O[C@@H]1CN(C)C(=O)c1ccncc1
  A = -6	B = -0.6	C = -1	D = -4

smiles: COc1ccc2c3c([nH]c2c1)[C@H](CO)N(Cc1ccc2c(c1)OCO2)CC31CCN(C(=O)Nc2c(C)noc2C)CC1
  A = x	B = 0.0	C = -75	D = -1

smiles: COc1ccc2c3c([nH]c2c1)[C@@H](CO)N(C(=O)C1CCC1)CC31CCN(C)CC1
  A = x	B = -1.3	C = -34	D = 2

smiles: Cc1ccc(S(=O)(=O)N[C@H]2CC[C@@H](CCNC(=O)C3CCCC3)O[C@H]2CO)cc1
  A = x	B = -0.9	C = -7	D = -3

smiles: COc1ccc(NC(=O)N(C)C[C@@H]2OCCCC[C@@H](C)Oc3ccc(NC(=O)CCC(F)(F)F)cc3C(=O)N([C@@H](C)CO)C[C@H]2C)cc1
  A = -3	B = -1.2	C = -16	D = -5

smiles: C[C@@H]1CCCCO[C@@H](CN(C)Cc2ccc(C(=O)O)cc2)[C@@H](C)CN([C@H](C)CO)C(=O)c2cc(NC(=O)Cc3ccccc3)ccc2O1
  A = -76	B = 0.2	C = 62	D = -9

smiles: COc1ccc2c3c([nH]c2c1)[C@@H](CO)N(C(=O)C1CCCC1)CC31CN(Cc2cccc(F)c2)C1
  A = x	B = -2.3	C = -19	D = -6

smiles: COc1ccccc1S(=O)(=O)N1CC[C@H]2[C@H](CO)Nc3ccc(-c4ccc(F)cc4)cc3[C@H]21
  A = 17	B = 0.0	C = -38	D = 3

smiles: CO[C@H]1CN(C)C(=O)c2cc(NC(=O)c3ccccc3F)ccc2OC[C@@H](C)N(C(=O)c2ccccc2F)C[C@@H]1C
  A = 4	B = -0.5	C = -11	D = x

smiles: COc1ccc(NC(=O)Nc2cccc3c2O[C@@H](CN(C)C(=O)Nc2cccc4ccccc24)[C@@H](C)CN([C@H](C)CO)C3=O)cc1
  A = -16	B = -0.3	C = -46	D = 33

smiles: C[C@H](O)C#Cc1cnc2c(c1)C(=O)N([C@@H](C)CO)C[C@@H](C)[C@@H](CN(C)C(=O)c1ccccc1)O2
  A = 83	B = -3.4	C = 71	D = 0

smiles: O=C(C[C@@H]1CC[C@H](NS(=O)(=O)c2ccc(F)cc2)[C@H](CO)O1)N1CCN(c2ccccc2)CC1
  A = 50	B = 1.3	C = 43	D = -1

smiles: O=C(CN1CCOCC1)N[C@@H]1CC[C@H](CCNS(=O)(=O)c2ccccc2F)O[C@H]1CO
  A = 2	B = 0.3	C = 7	D = x

smiles: O=C(N[C@H]1CC[C@H](CCn2cc(-c3ccc(F)cc3)nn2)O[C@H]1CO)c1cnccn1
  A = x	B = 1.1	C = 1	D = -5

smiles: Cc1ccc(S(=O)(=O)N[C@@H]2CC[C@H](CC(=O)NCCCN(C)C)O[C@@H]2CO)cc1
  A = -2	B = 1.8	C = 10	D = 2

smiles: OC[C@H]1[C@@H](c2ccc(C#CC3(O)CCCC3)cc2)[C@@H]2CN(Cc3ccccc3F)CCCCN12
  A = 50	B = 0.1	C = -46	D = 12

smiles: COc1ccc(-c2ccc([C@@H]3[C@@H](C#N)N(C(=O)NC(C)C)[C@H]3CO)cc2)cc1
  A = 34	B = -1.4	C = -28	D = -12

smiles: CN(C)CC(=O)Nc1ccc2c(c1)[C@H]1C[C@H](CC(=O)N3CCc4ccccc4C3)O[C@@H](CO)[C@H]1O2
  A = -5	B = -0.3	C = 18	D = x

This is a random part of the collection; about 6.7% have a hit in one of these screens.
